PglD DTNB: C. jejuni PglD acetyltransferase inhibitors, primary screen, biochemical, DTNB colorimetric, single point. UDP-N-acetylbacillosamine N-acetyltransferase PglD (Campylobacter jejuni). inhibition, % at 12.5 µM. 0.098% of 360,000 active. purified PglD enzyme, DTNB colorimetric CoA detection. AID 602405, 2012; in the data active = inhibition above about 16%, passing the limit was not always enough; inconclusive = no clear call, values can overlap the other calls; note: strong numbers were not always called active
C2C12 statin: suppressors of statin myotoxicity in C2C12 myotubes, primary screen, cell-based, single point, plate reader; C2C12 myotubes + simvastatin, ATP luminescence, 48 h; scaled: DMSO 0, geranylgeraniol control 100; rescue of ATP level, % at 7.49 µM; 0.78% of 330,000 active; AID 602340, 2012;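 active = mean ATP rescue above about 67%, or every replicate alone reaching that limit, limit read from the data, passing the limit was not always enough; inconclusive = no clear call, values can overlap the other calls; inactive = mean under the limit and some replicate under it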;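 note: myotubes were challenged with 10 µM simvastatin during compound exposure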
Active calls of the source: *; u = inconclusive. The list is partial (hit frequency here may not be typical).

SMILES	PglD DTNB	C2C12 statin
COc1cccc(N2C(=O)N(c3ccccc3)C3CS(=O)(=O)CC32)c1 (stereo unspecified)	-2	-1
Cc1ccc(Cn2nnc3c(=O)[nH]c(C4CCN(C(=O)c5cccs5)CC4)nc32)cc1	-1	9
CN1OC2C(=O)N(c3ccccc3)C(=O)C2C1c1ccc(F)cc1 (stereo unspecified)	2	-9
C/C=C/C(=O)OCC(=O)Nc1nc2ccc(C)cc2s1	2	-2
O=C(NCc1ccccc1)c1cccc2c(-c3ccc(F)c(F)c3)coc12	-5	-4
Cn1c(=O)c2c(nc(N3CCOCC3)n2CC(=O)C23CC4CC(CC(C4)C2)C3)n(C)c1=O	-1	-4
Cc1sc2nc(CN3CCOCC3)nc(NS(=O)(=O)c3ccc4c(c3)OCCO4)c2c1C	-2	7
CCn1c(SCC(=O)Nc2ccc(S(=O)(=O)Nc3ccccn3)cc2)nnc1-c1ccncc1	-6	95*
CN(C)S(=O)(=O)c1ccc(NS(=O)(=O)/C=C/c2ccccc2)cc1	2	2
COc1ccc(OC)c(S(=O)(=O)N(C)CC(=O)Nc2ccccc2OC)c1	-7	5
CC1(C)CC(=O)C(CC2=C(O)CC(C)(C)CC2=O)=C(O)C1	-2	-29
COc1ccc(C(CNC(=O)COc2ccccc2C#N)N2CCOCC2)cc1 (stereo unspecified)	0	-9
CSc1nnc(Nc2ccccc2C)s1	-4	-11
O=C(Nc1ccc(Cl)cc1)OCCn1nnnc1C(c1ccccc1)N1CCOCC1 (stereo unspecified)	1	0
O=C(O)CCCC(=O)Nc1ccc(C(=O)N2CCCCC2)c(Cl)c1	1	-7
COc1ccc(C(C)=O)cc1COC(=O)c1cnc(C)cn1	0	4
CCC(C)(C)n1nnnc1C(c1cc2cc(C)ccc2[nH]c1=O)N1CCCC1 (stereo unspecified)	4	-33
Nc1cccc(-c2nc3ccccc3s2)c1	4	-17
C=COC(=O)CSc1snc(SCC(=O)OC)c1C#N	1	12
CCOc1ccccc1N1CCN(Cc2ccc(OC)c(OC)c2OC)CC1	-3	2
COc1ccc(NC(=O)C2CCN(S(=O)(=O)c3ccc(Br)s3)CC2)cc1OC	4	-7
COc1cc2c(cc1NC(=O)CN1CCN(S(=O)(=O)c3ccc(F)cc3)CC1)oc1ccccc12	4	11
CCc1ccccc1-n1c(SCC(=O)Nc2ccc3c(c2)OCCO3)nc2[nH]ncc2c1=O	-1	0
CSc1ncc(Cl)c(C(=O)NCc2ccc3c(c2)OCO3)n1	-8	-2
CCOC(=O)c1c(NC(=O)C2c3ccccc3Oc3ccccc32)sc(C(=O)N(CC)CC)c1C	-2	44

Next part; the last 7 above are carried over.
SMILES	PglD DTNB	C2C12 statin
C=COC(=O)CSc1snc(SCC(=O)OC)c1C#N	1	12
CCOc1ccccc1N1CCN(Cc2ccc(OC)c(OC)c2OC)CC1	-3	2
COc1ccc(NC(=O)C2CCN(S(=O)(=O)c3ccc(Br)s3)CC2)cc1OC	4	-7
COc1cc2c(cc1NC(=O)CN1CCN(S(=O)(=O)c3ccc(F)cc3)CC1)oc1ccccc12	4	11
CCc1ccccc1-n1c(SCC(=O)Nc2ccc3c(c2)OCCO3)nc2[nH]ncc2c1=O	-1	0
CSc1ncc(Cl)c(C(=O)NCc2ccc3c(c2)OCO3)n1	-8	-2
CCOC(=O)c1c(NC(=O)C2c3ccccc3Oc3ccccc32)sc(C(=O)N(CC)CC)c1C	-2	44
CCCCNC(=O)C1C2C=CC3(CN(Cc4ccccc4Cl)C(=O)C13)O2 (stereo unspecified)	-3	0
Cc1cc(N2C(=O)C3C4C=CC(C4)C3C2=O)ccc1NC(=O)c1cccs1 (stereo unspecified)	-2	1
CCOCCCNC(=O)C(NC(=O)CNC(C)=O)c1ccc(C)cc1 (stereo unspecified)	4	-3
COC(=O)C1CCN(C(=O)c2sc3nc(-c4ccccc4)cn3c2C)CC1	0	-92
COc1ccc(N(CC(=O)Nc2ccccc2C(=O)NCC(C)C)S(C)(=O)=O)cc1	0	2
COc1ccc(NC(=O)/C(Cl)=C(/Cl)S(=O)Cc2ccc(C)cc2)cn1 (stereo unspecified)	14	-271
O=C(N/N=C(\c1ccccc1)c1cccnc1)C(O)(c1ccccc1)c1ccccc1	-4	20
CCc1nc2c(C#N)c(-c3ccc(Cl)cc3)ccn2n1	5	-38
C=CCN(CC=C)c1nc2ccccc2nc1C(C#N)C(=O)OCCOC (stereo unspecified)	-7	13
COCc1cc(C)nc(Nc2ccc(C)cc2C)c1C#N	-4	-91
C=CCn1c(=O)c2ccccc2n2c(SCC(=O)c3ccccc3)nnc12	-5	10
CCOC(=O)N1CCN(C(=O)CSc2nc3c(c(=O)n2-c2ccccc2OC)SCC3)CC1	-1	6
Cn1c(-c2sc3ccccc3c2Cl)n[nH]c1=S	0	3
CC(=O)Nc1ccc(NC2(C)C(=O)c3ccccc3C2=O)cc1	-7	-39
COc1ccccc1N1CCN(CCNC(=O)Nc2cccc(C)c2C)CC1	-2	-87
C=CCn1c(NCCO)nc2c1c(=O)n(C)c(=O)n2C	2	8
COc1ccc(S(=O)(=O)N2CCC(c3cc(-c4cccc5ccccc45)n[nH]3)CC2)cc1	-4	20
Cc1cc2c(ncn2C)c(NS(=O)(=O)c2ccccc2Cl)c1C	-2	15
CC1CCCCN1CC(=O)NCc1ccc2c(c1)OCO2 (stereo unspecified)	5	23
CC(C)COc1ccc(C(=O)NCc2ccco2)cc1	3	-13
CC(O)CNCc1ccc(-c2ccccc2)cc1 (stereo unspecified)	2	-1
Cc1ccc(Cn2c(NCCc3ccccc3)nc3c2c(=O)n(C)c(=O)n3C)cc1	4	-6
O=C(Nc1ccccc1)c1nn(-c2ccccc2)c(=O)cc1C(F)(F)F	0	0
COc1ccc(CNC(=O)CN(Cc2ccccc2)C(=O)c2csnn2)cc1	2	-2
FC(F)(F)c1ccc2c(c1)nc1n2CCCC1	8	-24

Fetched by structure from above, four records:
SMILES	PglD DTNB	C2C12 statin
CCc1nc2c(C#N)c(-c3ccc(Cl)cc3)ccn2n1	5	-38
Cn1c(-c2sc3ccccc3c2Cl)n[nH]c1=S	0	3
C=CCn1c(NCCO)nc2c1c(=O)n(C)c(=O)n2C	2	8
C=CCn1c(=O)c2ccccc2n2c(SCC(=O)c3ccccc3)nnc12	-5	10

(more compounds)
SMILES	PglD DTNB	C2C12 statin
O=C(c1ccc2snnc2c1)N1CCN(c2ccccn2)CC1	-2	1
Cc1ccc(OCc2nnc(SCC(=O)c3cccs3)n2-c2ccccc2)cc1C	-1	11
Cc1cccc(C(=O)NC2CC3CCCC(C2)N3S(=O)(=O)c2ccccc2)c1 (stereo unspecified)	3	-13
COc1ccc(C2c3c(ncn(CCN4CCOCC4)c3=N)Oc3ccc4ccccc4c32)cc1 (stereo unspecified)	5	5
CN1CCC(OC(=O)COc2ccc(C(C)(C)C)cc2)CC1	4	-6
CCOCCn1c(C(C)C)nc2ccccc21	2	-2
Cn1c(Cc2ccccc2)nnc1SCC(=O)Nc1ccc2c(c1)OCO2	-2	1
COc1ccccc1C(=O)NC1CCCCCCC1	-6	-5
COc1ccccc1NC(=O)CN1CCN(CC(=O)Nc2ccc3c(c2)OCCO3)CC1	0	14
C=CCc1c(O)nc(SCC(=O)c2ccccc2)[nH]c1=O	-7	10
O=C(Nc1nccs1)c1cnccn1	-3	-1
O=c1cc(-c2ccc(O)c(O)c2)oc2cc(O[C@@H]3O[C@H](CO)[C@@H](O)[C@H](O)[C@H]3O)cc(O)c12	-4	5
CCOC(=O)c1c(C(C)(C)C)oc2ccc(OCC#N)cc12	-4	21
Cc1ccc2c(c1)N(CC(=O)NCc1cccs1)C(=O)C(C)O2 (stereo unspecified)	-2	51
N/C(=N\c1nc2c(c(=O)[nH]1)CCCC2)Nc1ccccc1	-1	-17
Cc1snc(SCC(=O)N/N=C(\N)COc2cccc(C(F)(F)F)c2)c1C#N	-3	-11
CCN(CC)CCN(C)Cc1ccc(Br)cc1	-3	-2
COc1ccc(OCC(=O)Nc2ncc3c(n2)CC(C)(C)CC3=O)cc1	6	3
CC(C)C(NC(=O)C12CC3CC(CC(C3)C1)C2)C(=O)O (stereo unspecified)	-3	-3
COc1ccc(-n2nnc3c(=O)n(Cc4cc(C)ccc4C)cnc32)cc1	-3	34
CCOc1ccccc1NC(=S)/C(=C(\[O-])c1ccc2c(c1)OCCO2)[n+]1ccc(CC)cc1	0	-15
O=C(Cn1c(NCCO)nc2ccccc21)NCCc1ccc(F)cc1	-1	-1
CCC1C(=O)Nc2nc(-c3ccccc3)c(-c3ccccc3)n2N=C1C (stereo unspecified)	-3	22
CCCc1[nH]nc2c1C(c1cccc(OC)c1)C(C#N)=C(N)O2 (stereo unspecified)	-5	-4
COc1ccc(N2C(=O)NC3CC2(C)Oc2ccccc23)cc1OC (stereo unspecified)	4	4

Overlap with the part before: 5 entries; new compounds follow.
SMILES	PglD DTNB	C2C12 statin
CCOc1ccccc1NC(=S)/C(=C(\[O-])c1ccc2c(c1)OCCO2)[n+]1ccc(CC)cc1	0	-15
O=C(Cn1c(NCCO)nc2ccccc21)NCCc1ccc(F)cc1	-1	-1
CCC1C(=O)Nc2nc(-c3ccccc3)c(-c3ccccc3)n2N=C1C (stereo unspecified)	-3	22
CCCc1[nH]nc2c1C(c1cccc(OC)c1)C(C#N)=C(N)O2 (stereo unspecified)	-5	-4
COc1ccc(N2C(=O)NC3CC2(C)Oc2ccccc23)cc1OC (stereo unspecified)	4	4
COc1cccc(NC(=O)C(Cc2ccccc2)NC(=O)C2CCC(C)CC2)c1 (stereo unspecified)	1	-5
Cc1sc(NC(=O)C2CC=CCC2C(=O)O)c(C(=O)OC(C)C)c1C (stereo unspecified)	-1	13
COC(=O)c1nn(-c2ccccc2)nc1-c1nn(-c2ccccc2)nc1C(=O)OC	2	6
Cc1sc(NC(=S)NC(=O)c2cccs2)nc1-c1ccc(C(C)C)cc1	-5	-5
CCOc1ccccc1CNC(=O)Cn1nc(C)c2c(C)n(-c3ccc(C)cc3)nc2c1=O	-7	1
Cc1ccc(S(=O)(=O)N(CC(O)CN2CCOCC2)c2cc(Cl)ccc2Cl)cc1 (stereo unspecified)	9	2
CN(CC(O)COc1ccc(S(=O)(=O)N2CCOCC2)cc1)C1CCCCC1 (stereo unspecified)	2	-14
CCOC(=O)C1=C(C)NC2=C(C1c1ccc([N+](=O)[O-])cc1)S(=O)(=O)c1ccccc12 (stereo unspecified)	1	-19
CC1CCC2(CC1)NC(=O)N(CC(=O)Nc1nc(-c3ccc(F)cc3)cs1)C2=O (stereo unspecified)	-1	14
CCC(C)NC(=O)C1CCCN(c2nc(C)cc(OC)n2)C1 (stereo unspecified)	-5	7
O=C(NCc1cccs1)c1ccc(N2CCCC2=O)cc1	2	5
COc1ccc(CNC(=O)c2sc(=S)n(-c3ccc(OC)cc3)c2N)cc1	-5	u
CCOC(=O)N1CCN(c2ccc(C(C)=O)cc2F)CC1	2	7
CCOC(=O)COc1ccc(Oc2nc(C)cc(OC)n2)nn1	-2	2
O=C(CCl)Oc1ccc2occ(C(=O)c3cccs3)c2c1	0	40
COc1ccc(S(=O)(=O)CCc2nc3ccccc3s2)cc1	0	14
O=S(=O)(NC1=NCCC1)c1ccc(F)cc1	1	107*
Cc1ccc(-c2cc(C(F)F)n3ncc(C(=O)N4CCN5CCCC5C4)c3n2)cc1 (stereo unspecified)	-3	-4
CCN1CCN(C(=O)c2ccc3c(=O)n(Cc4ccccc4OC)c(=S)[nH]c3c2)CC1	-3	41
O=C(Nc1ccc(F)cc1F)c1cccnc1	1	2
CCCCSc1ccc(NC(=O)c2cccnc2)cc1	-3	-21
O=C(CSCCO)Nc1ccc(C2CCCCC2)cc1	-13	-3
O=c1c2ccccc2c2ccccc2c(=O)n1Cc1cccnc1	-3	-16
COc1ccc(C)cc1-n1nnnc1SCc1nc2ccccc2s1	-1	-28
COc1oc(-c2ccc(Cl)cc2)nc1C(F)(F)F	-3	6
Continuation.
SMILES	PglD DTNB	C2C12 statin
NC(=O)c1ccccc1-c1nc(-c2ccccc2)no1	-2	0
COc1cc(OC)nc(Oc2ccccc2C(=O)Oc2cccc(C)c2)n1	-1	-1
O=C(NCCCN1CCOCC1)c1cccs1	-2	-21
O=C(COC(=O)c1ccc2c(c1)OCO2)NC1CCS(=O)(=O)C1 (stereo unspecified)	-2	2
O=S1(=O)N=C(Nc2ccc(O)c(CN3CCCCC3)c2)c2ccccc21	7	3
O=C(Nc1ccc(S(=O)(=O)N2CCCCCC2)cc1)c1ccco1	-1	-18
CCCNS(=O)(=O)c1ccc(CCC(=O)NCc2ccco2)cc1	1	2
COc1cc(C)c(Cl)c(C)c1S(=O)(=O)NCc1ccc2c(c1)OCO2	4	-27
CCCOc1ccc(NC(=O)CC2C(=O)N(C)C(=S)N2Cc2cccs2)cc1 (stereo unspecified)	-2	11
O=c1[nH]c(=O)n(CCO)c2nnn(Cc3ccccc3)c12	-4	22
CC1(C)CC(=O)C2=C(C1)N(c1ccc(F)cc1)C(=O)NC2(C(F)(F)F)C(F)(F)F	-2	1
CC1CC1C(=O)Nc1nc(-c2ccccn2)cs1 (stereo unspecified)	-5	13
COc1ccc(C(=O)C(OC(=O)c2ccccc2)c2ccccc2)cc1 (stereo unspecified)	5	2
Cc1cccc(Nc2nc3c(c(=O)n(C)c(=O)n3C)n2CC(O)CO)c1 (stereo unspecified)	3	3
CC(NC(=O)c1ccc(Cl)cc1)C(=O)NC1=NCCS1 (stereo unspecified)	-1	-2
c1ccc(N2CCN(Cc3ccnc4ccccc34)CC2)cc1	-1	-3
COc1ccccc1-n1c(CNC(=O)COc2ccccc2)n[nH]c1=S	-4	-3
COc1ccc(NC(=O)C2C3C=CC(C3)C2C(=O)NCc2ccco2)cc1 (stereo unspecified)	1	6
CCOC(=O)CSc1nnnn1-c1cc(OC)ccc1OC	-1	-4
CCCOc1ccc(C(=O)Nc2ccc(C)cc2[N+](=O)[O-])cc1	-6	-37
